PP1 inh: PP1-alpha phosphatase inhibitors, primary screen, counter-screen for PP5 inhibitor project, biochemical, fluorescence, OMFP substrate, single point | 320,000 tested, 0.9% active | Serine/threonine-protein phosphatase PP1-alpha catalytic subunit (Homo sapiens), P62136 | inhibition, % at 6.7 µM | AID 2235, 2010 | purified PP1alpha;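 active means inhibition above the mean inhibition of all tested compounds plus 3 SD, computed separately for each screening campaign, cut at about 15% in these data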
Target sequence (P62136 whole entry, looked up): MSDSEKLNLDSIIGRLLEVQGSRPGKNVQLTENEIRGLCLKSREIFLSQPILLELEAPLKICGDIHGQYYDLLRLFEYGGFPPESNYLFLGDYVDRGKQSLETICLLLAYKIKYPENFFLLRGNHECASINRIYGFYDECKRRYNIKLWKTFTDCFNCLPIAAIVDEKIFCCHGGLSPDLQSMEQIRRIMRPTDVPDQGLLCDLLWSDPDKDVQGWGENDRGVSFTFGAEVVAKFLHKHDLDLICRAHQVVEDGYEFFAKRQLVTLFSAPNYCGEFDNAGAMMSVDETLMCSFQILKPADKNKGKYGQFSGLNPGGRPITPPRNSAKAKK
TPT1 inhibitor: Candida albicans TPT1 enzyme inhibitors, primary screen, biochemical, fluorescence polarization | tRNA 2'-phosphotransferase TPT1 (Candida albicans SC5314) | recombinant caTPT1, FP RNA substrate dephosphorylation | inhibition, % at 5 µM | 300,000 tested, 0.81% active | AID 1962, 2009;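 active means inhibition above the mean of all tested compounds plus 3 SD, set per screening campaign, cut at about 24% in these data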;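 further: plate controls were DMSO alone for no effect and ferristatin control at 100 nM for full effect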
PREPL inh: PREPL enzyme inhibitors, primary screen, biochemical, fluorescence polarization | 320,000 tested, 0.68% active | Prolyl endopeptidase-like (Homo sapiens), Q4J6C6 | inhibition, % at 5.96 µM | AID 2751, 2010 | recombinant PREPL, fluorescence polarization activity-based probe; in the data active means inhibition above about 43%;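 further: 0% = enzyme with DMSO and 100% = wells lacking enzyme; many of its hits are not listed in these tables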
EBNA-1 inh: EBNA-1 DNA-binding inhibitors, primary screen, biochemical, fluorescence polarization. inhibition, % at 14.8 µM. 300,000 tested, 0.34% active; in the data active means inhibition above about 28%
core dimer inh: inhibitors of HCV core protein dimerization, primary screen, biochemical, TR-FRET, high-throughput | TR-FRET GST/Flag-core106 dimerization, 1536-well | inhibition, % at 5 µM | 300,000 tested, 0.33% active;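 active means inhibition above the mean of all tested compounds plus 3 SD, set per screening campaign, cut at about 45% in these data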
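System – GST-tagged and Flag-tagged HCV core protein residues 1-106 · Repeats – one well for each compound · Technique – TR-FRET 671 and 617 nm emission · Doses – one concentration, 5 µM, in 0.5% DMSO · Times – 4 h, 22.5 °C incubation · Also added – Eu donor and XL665 acceptor anti-tag antibodies · Measure – percent inhibition of core106 dimerization signal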
Fh CTSL1 inh: Fasciola hepatica cathepsin L1 inhibitors, primary screen, counter-screen for PFM18AAP inhibitor project, biochemical, QFRET, fluorogenic peptide substrate; recombinant F. hepatica cathepsin L1, Z-Leu-Arg-MCA fluorescence; inhibition, % at 5.96 µM; 300,000 tested, 0.49% active; AID 1906, 2009;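 active means inhibition above the mean of all tested compounds plus 3 SD, set per screening campaign, cut at about 17% in these data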;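 further: 0% = plate median of test compound wells and 100% = 1 µM Z-Phe-Ala-diazomethylketone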
ZTA DNA inh: blocks Epstein-Barr virus ZTA, an EBNA-1 counter-screen | P03206 | ZTA-DNA binding, fluorescence polarization | inhibition, % at 11 µM | 320,000 tested, 0.15% active | AID 2234; in the data active means inhibition above about 33%
Target sequence (P03206 whole entry, looked up): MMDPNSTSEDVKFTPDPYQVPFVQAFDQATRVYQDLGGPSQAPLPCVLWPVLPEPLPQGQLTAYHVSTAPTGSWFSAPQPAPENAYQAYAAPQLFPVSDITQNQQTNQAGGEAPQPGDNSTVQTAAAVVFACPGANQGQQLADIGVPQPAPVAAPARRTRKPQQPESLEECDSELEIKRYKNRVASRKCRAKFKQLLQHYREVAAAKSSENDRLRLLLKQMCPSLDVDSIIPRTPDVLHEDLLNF
Efflux pump mplx: inhibitors of Candida efflux pumps in yeast, primary screen, S. cerevisiae, Nile Red, multiplex; 330,000 tested, 0.44% active; S. cerevisiae Candida pump triplex; inhibition, % at 10 µM; AID 485275, 2010;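 active means plate passing quality check with inhibition over a set limit, or well fluorescence over plate mean plus 4 SD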;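 further: Nile Red retained in pooled yeast measured as flow cytometry median fluorescence; 0% = buffer negative control and 100% = Enniatin B positive control; higher means more Nile Red kept so more efflux inhibition; some compounds called inactive have numbers as strong as hits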
PP5 inh: PP5 phosphatase inhibitors, primary screen, biochemical, fluorescence. Serine/threonine-protein phosphatase 5 (Homo sapiens), P53041. purified PP5c, OMFP substrate fluorescence. inhibition, % at 6.7 µM. 320,000 tested, 0.18% active. AID 1987, 2009;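 active means inhibition above the campaign's mean inhibition across all tested compounds plus 3 SD, cut at about 9.5% in these data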;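 further: 0% = DMSO only and 100% = 100 µM cantharidin control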
Target sequence (P53041 whole entry, looked up): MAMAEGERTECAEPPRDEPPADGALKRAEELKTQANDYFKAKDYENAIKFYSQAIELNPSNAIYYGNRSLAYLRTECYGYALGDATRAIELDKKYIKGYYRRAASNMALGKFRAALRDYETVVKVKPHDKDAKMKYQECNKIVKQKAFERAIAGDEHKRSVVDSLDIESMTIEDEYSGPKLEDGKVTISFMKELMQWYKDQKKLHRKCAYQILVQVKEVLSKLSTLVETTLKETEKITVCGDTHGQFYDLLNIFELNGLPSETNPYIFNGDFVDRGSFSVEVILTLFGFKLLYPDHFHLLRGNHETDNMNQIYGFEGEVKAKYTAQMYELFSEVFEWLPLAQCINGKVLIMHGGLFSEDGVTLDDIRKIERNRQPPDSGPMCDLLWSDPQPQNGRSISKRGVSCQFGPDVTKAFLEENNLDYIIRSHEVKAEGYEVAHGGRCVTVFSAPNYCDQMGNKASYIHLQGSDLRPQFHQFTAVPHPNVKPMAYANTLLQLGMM
* hit, by the source's call; . = not tested or not shown. The list is partial, so the mix of outcomes need not match the whole.

SMILES	PP1 inh	TPT1 inhibitor	PREPL inh	EBNA-1 inh	core dimer inh	Fh CTSL1 inh	ZTA DNA inh	Efflux pump mplx	PP5 inh
O=C(COC(=O)c1ccc(Cl)s1)c1cc2ccccc2o1	2	18	6	15	15	0	8	0.0	0.2
CC(=O)Nc1ccc(SCC(=O)Nc2cc(C)on2)cc1	3	-2	5	10	0	-2	5	-0.1	-0.9
Cc1ccc(OCC(=O)NC(=S)Nc2ccc(Br)cn2)cc1	-4	2	6	-2	4	-1	-1	0.1	0.9
COc1cc(C(=O)OCC(=O)Nc2ccc(N3CCOCC3)cc2)ccc1OCC(C)C	-5	-2	7	0	-1	3	-1	0.0	-1.8
CN(CC(=O)Nc1cccc([N+](=O)[O-])c1)S(=O)(=O)c1ccccc1	0	-2	-2	-2	1	0	12	0.1	3.9
O=C1/C(=C/N(C(=O)c2ccco2)c2ccc(Br)cc2)Sc2ccccc21	-2	70*	-8	-2	-3	-1	4	0.0	1.3
C=CCNC(=S)NCC=C	0	-1	-2	3	1	-2	1	-0.1	-0.7
Cc1cccc(N=C2NN=C(c3c[nH]c4ccccc34)CS2)c1	-2	1	19	-4	14	-1	1	0.2	2.9
CCN(CC)S(=O)(=O)c1cccc(-c2n[nH]c(=S)n2/N=C/c2ccc(C(=O)OC)cc2)c1	3	2	-2	10	16	0	6	-0.2	-1.3
CC1/C(=N/O)C(CN(C)C)C2CC1C2(C)C (stereo not given)	1	-1	13	-9	2	-5	-4	0.9	4.5
Cc1ccccc1OCC(=O)Nc1ccc2c(c1)Cc1ccccc1-2	-2	0	4	29*	-1	1	11	0.1	-1.4
Cc1cc(C)nc(Nc2ccc(N3CCOCC3)cc2)n1	9	2	9	2	-7	1	-12	0.2	2.1
CSc1ccc(S(=O)(=O)N2CCC(C(=O)N3CCOCC3)CC2)cc1	2	-3	5	-16	1	-2	5	0.0	2.8
CSc1ccc(/C=C/C(=O)OCC(=O)c2ccc[nH]2)cc1	3	.	-2	.	.	.	-3	0.1	0.0
COc1ccc2c(c1)-c1nc(/N=C/c3ccccc3O)sc1CC2	-2	-2	16	-4	-18	-1	11	0.5	-0.2
S=C(NCCCc1ccccc1)NC1CCCCC1	-2	-1	5	-1	1	3	-14	0.0	1.7
CN(Cc1ccccc1)c1ncc(C=O)s1	4	0	-5	7	-1	-6	12	0.0	-0.7
O=C(O)c1cccc(S(=O)(=O)N(Cc2ccccc2)c2ccccc2)c1	-5	2	-1	-5	1	-2	-7	0.0	0.3
N/C(=N\OC(=O)CCCOc1ccccc1)c1ccc(Br)cc1	3	4	8	3	6	-58	-2	1.0	2.7
Cc1nnc(SCC(=O)NCC2CCCO2)n1-c1ccccc1 (stereo not given)	1	-1	5	-2	3	-5	11	0.0	-1.1
Cc1ccc(NC(=O)CSCc2cc(=O)n3ccsc3n2)cc1	0	3	-8	6	2	0	-2	-0.7	2.2
Cc1nn(CC(=O)NCc2ccccc2)c(C)c1[N+](=O)[O-]	3	0	14	0	-5	0	-3	-0.1	3.1
O=c1oc2cc(Oc3c([N+](=O)[O-])cc(C(F)(F)F)cc3[N+](=O)[O-])ccc2c2c1CCCC2	2	-1	1	3	41	7	2	0.3	2.6
COc1ccc(CN(C)c2ncnc3sccc23)c(OC)c1OC	-1	3	13	-15	-2	1	-12	0.1	3.2
COC(=O)c1cc(NS(=O)(=O)c2ccc(NC(C)=O)cc2)ccc1Cl	4	-3	-10	-11	0	-3	10	0.1	-1.3
SMILES	PP1 inh	TPT1 inhibitor	PREPL inh	EBNA-1 inh	core dimer inh	Fh CTSL1 inh	ZTA DNA inh	Efflux pump mplx	PP5 inh
Cc1ccc(S(=O)(=O)N(C)CC(=O)Nc2ncccc2C)cc1	-2	0	4	2	1	4	-6	0.3	-0.4
COc1ccc(-n2nc(C(=O)N3CCC(N4CCCCC4)CC3)c3c4ccccc4n(C)c3c2=O)cc1	0	0	-10	-6	9	19*	-2	0.2	1.8
COc1ccccc1CC(=O)c1ccc(OCc2ccccc2)cc1	5	-4	-3	3	-5	1	2	0.0	1.9
CCOc1ncccc1C(=O)OCC(=O)c1c[nH]c2ccccc12	-1	.	33	.	.	.	15	0.3	2.2
Cc1cccc(NC(=S)N2N=CCC2c2ccccc2)c1 (stereo not given)	0	3	-15	7	-1	-5	-6	-0.1	-0.8
CCOC(=O)c1c(C)n(C)c2ccc(OC)c(NC(=O)CN3CCN(C4CCCCC4)CC3)c12	-6	-1	8	5	5	4	-2	0.1	-2.2
Cc1ccc(C(C)NC(=O)c2ccncc2)cc1C (stereo not given)	0	-1	-2	15	-9	1	4	-0.1	1.1
COc1ccc2c(c1OC)C(=O)OC2N1C(=O)CC[C@H]1C(=O)NCC1CCCO1 (stereo not given in full)	-9	2	-1	-3	-2	0	-15	0.2	5.3
CCN1C(=O)[C@@H]2[C@@H](c3ccc(SC4CCCCC4)cc3)N3CCC[C@@]3(C(=O)OC)[C@@H]2C1=O	4	0	-7	3	17	0	10	0.2	3.9
CCc1ccccc1NC(=O)COc1cccc2ccc(C)nc12	-1	0	-5	-1	0	-3	-12	0.2	2.9
O=[N+]([O-])c1ccc(N/N=C2\CC3CC=CC23)cc1 (stereo not given)	-2	8	5	6	11	9	5	0.1	-0.4
O=C(NCc1cccs1)C1CCN(S(=O)(=O)c2ccccc2F)CC1	-3	-2	4	5	-4	0	6	-0.1	-3.0
CO/N=C/CC(=O)c1ccc(-c2ccccc2)cc1	-1	-3	13	3	-2	2	-15	-0.1	-2.1
CCOc1cccc(OCCCCN2CCCCC2)c1	-3	5	10	-3	-4	-2	-7	0.0	4.2
COc1cc2c3c(c1)/C(=C1/SC(=S)NC1=O)C(=O)N3C(C)(C)C=C2C	1	-1	6	-7	0	0	-10	-0.3	-1.2
CN(C)S(=O)(=O)Oc1cccc(C(=O)Nc2ccccc2Cl)c1	-3	-5	7	0	-4	-2	-5	-0.1	-0.3
CC(NC(=O)C(C)N1CCN(Cc2ccccc2)CC1)c1ccc(F)cc1 (stereo not given)	-1	-2	-7	1	-8	-2	-3	-0.2	3.1
Cc1cccc(CCNS(=O)(=O)c2ccc(S(=O)(=O)N3CCC(C)CC3)cc2)c1	-4	1	5	7	4	-1	-9	0.3	0.3
O=C(CNC(=S)N(Cc1ccccc1F)C1CCCCC1)NCCCN1CCOCC1	-1	-1	13	-5	1	-2	-10	0.2	0.7
Nc1ccc2nc(SCC(=O)Nc3ccc(N4CCOCC4)c(Cl)c3)sc2c1	0	4	17	-4	6	1	-1	-0.2	1.4
CCC(Cc1ccccc1)NC(=O)C1CCN(S(=O)(=O)c2ccc3c(c2)CC(C)N3C(C)=O)CC1 (stereo not given)	-1	-2	-1	-1	1	2	-1	0.3	0.4
COC(=O)[C@]1(C)CCC[C@@]2(C)C3CC[C@@]4(C)C[C@]3(CCC21)CC(=O)N4C (stereo not given in full)	-4	.	-3	.	.	.	-5	0.1	0.4
Cc1cc(C)n(C(=O)c2ccc(Cn3nc(C)c(Br)c3C)o2)n1	4	-6	6	-7	-11	-11	-5	0.1	6.6
COCCn1c(C)cc(C(=O)COC(=O)c2[nH]c(C)c(C(C)=O)c2C)c1C	4	.	6	.	.	.	-10	-0.1	5.4
COCCN1CC(=O)N2C(c3cccc(OC)c3)c3[nH]c4ccccc4c3C[C@H]2C1=O (stereo not given in full)	2	-1	-5	-18	-4	4	-2	0.7	2.1
SMILES	PP1 inh	TPT1 inhibitor	PREPL inh	EBNA-1 inh	core dimer inh	Fh CTSL1 inh	ZTA DNA inh	Efflux pump mplx	PP5 inh
CCCCCCCN=CC1=C(O)CC(c2ccccc2)CC1=O (stereo not given)	-4	0	3	6	-6	8	11	0.0	0.5
COC(=O)c1ccccc1S(=O)(=O)N(Cc1cc2ccc(OC)cc2[nH]c1=O)CC1CCCO1 (stereo not given)	-2	-1	5	-8	1	0	-10	0.4	0.1
COc1ccc(C(=O)Nc2cnn(Cc3ccc(Cl)cc3)c2)cc1OC	-5	2	6	-4	-10	-4	8	0.2	3.0
COc1ccc(CN2C(=O)C(C)=C(C)C2OC)cc1 (stereo not given)	0	-2	2	1	-9	5	-6	0.2	0.8
CCSc1nnc(NC(=O)c2c(C)noc2C)s1	-6	4	1	-2	3	1	8	0.4	-7.5
Cc1ccc(S(=O)(=O)N2CCN(C)CC2c2ccccc2)cc1 (stereo not given)	-5	.	-7	.	.	.	-17	-0.1	2.5
CN1C(=O)NC(c2ccc(C(F)(F)F)cc2)C2=C1CC(C)(C)CC2=O (stereo not given)	-2	-5	-1	3	-15	2	-5	-0.1	2.9
COc1ccc(CN2CCCC(N3CCN(c4ccc(OC)cc4)CC3)C2)cc1 (stereo not given)	-2	-3	8	12	-9	3	-15	-0.1	-1.8
CCC(=O)N(C)CCc1cc2c(c(OC)c1/C=N/NC(=O)c1ccccc1O)OCO2	-2	-3	2	10	1	5	15	0.3	0.7
Nc1c(/C=C2/C=CC(=O)C(O)=C2)c(=O)nc2sc(CC(=O)N3CCCCC3)nn12	2	2	19	-5	-7	1	-8	0.3	-1.3

3 of the entries above in order of their number in PP5 inh, smallest number first:
Structure,TPT1 inhibitor,PREPL inh,EBNA-1 inh,core dimer inh,Efflux pump mplx,PP5 inh
CCSc1nnc(NC(=O)c2c(C)noc2C)s1,4,1,-2,3,0.4,-7.5
Nc1c(/C=C2/C=CC(=O)C(O)=C2)c(=O)nc2sc(CC(=O)N3CCCCC3)nn12,2,19,-5,-7,0.3,-1.3
Cc1ccc(S(=O)(=O)N2CCN(C)CC2c2ccccc2)cc1 (stereo not given),.,-7,.,.,-0.1,2.5

Of the compounds above, 8 contain two or more sulfur atoms:
SMILES	PP1 inh	TPT1 inhibitor	PREPL inh	EBNA-1 inh	core dimer inh	Fh CTSL1 inh	ZTA DNA inh	Efflux pump mplx	PP5 inh
CCN(CC)S(=O)(=O)c1cccc(-c2n[nH]c(=S)n2/N=C/c2ccc(C(=O)OC)cc2)c1	3	2	-2	10	16	0	6	-0.2	-1.3
CSc1ccc(S(=O)(=O)N2CCC(C(=O)N3CCOCC3)CC2)cc1	2	-3	5	-16	1	-2	5	0.0	2.8
Cc1ccc(NC(=O)CSCc2cc(=O)n3ccsc3n2)cc1	0	3	-8	6	2	0	-2	-0.7	2.2
O=C(NCc1cccs1)C1CCN(S(=O)(=O)c2ccccc2F)CC1	-3	-2	4	5	-4	0	6	-0.1	-3.0
COc1cc2c3c(c1)/C(=C1/SC(=S)NC1=O)C(=O)N3C(C)(C)C=C2C	1	-1	6	-7	0	0	-10	-0.3	-1.2
Cc1cccc(CCNS(=O)(=O)c2ccc(S(=O)(=O)N3CCC(C)CC3)cc2)c1	-4	1	5	7	4	-1	-9	0.3	0.3
Nc1ccc2nc(SCC(=O)Nc3ccc(N4CCOCC4)c(Cl)c3)sc2c1	0	4	17	-4	6	1	-1	-0.2	1.4
CCSc1nnc(NC(=O)c2c(C)noc2C)s1	-6	4	1	-2	3	1	8	0.4	-7.5

Source: PubChem
